# Compound activity: PubChem BioAssay, National Center for Advancing Translational Sciences (NCATS)
# D2 antag = HTS Assay for Allosteric Antagonists of the Human D2 Dopamine Receptor: Primary Screen for Antagonists. AID 485344, 2010. HEK293 TREx D2 cells, calcium flux, dopamine EC80. D(2) dopamine receptor (Homo sapiens), P14416. inhibition, % at 10 µM. hit rate 2% among 340,000; in the data active means inhibition above about 30%; further: 0% is about no effect
#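 Dopamine at EC80 is the agonist stimulus; test compounds precede it by 180 s. Calcium flux read kinetically in a force-coupled, inducible HEK293 T-REx D2 cell line.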
# TRHR agonist = qHTS for Small Molecule Agonists and Allosteric Enhancers of Human TRH Receptor: Primary Screen for Agonists; TRHR cells, calcium flux fluo-8, FDSS agonist mode; hit rate 0.18% among 360,000; Thyrotropin-releasing hormone receptor (Homo sapiens), P34981; activation, % at 2 µM; further: 0% is about no effect
# Target sequence (P34981 whole entry, looked up): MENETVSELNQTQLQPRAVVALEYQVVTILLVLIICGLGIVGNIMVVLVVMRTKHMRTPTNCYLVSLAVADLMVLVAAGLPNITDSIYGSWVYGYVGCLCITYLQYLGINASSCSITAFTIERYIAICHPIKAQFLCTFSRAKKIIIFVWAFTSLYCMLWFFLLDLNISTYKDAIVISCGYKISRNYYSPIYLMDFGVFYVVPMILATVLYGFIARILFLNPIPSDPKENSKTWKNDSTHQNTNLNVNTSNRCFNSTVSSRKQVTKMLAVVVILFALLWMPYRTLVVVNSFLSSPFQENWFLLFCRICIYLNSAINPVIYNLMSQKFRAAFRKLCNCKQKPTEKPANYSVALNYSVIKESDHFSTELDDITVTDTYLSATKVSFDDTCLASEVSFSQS
#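 Read-out: compound-evoked intracellular calcium rise in TRHR cells, fluo-8 dye, kinetic FDSS fluorescence at 1 s/cycle following a 10-cycle baseline. Cells cultured overnight before dye loading (30 min–1.5 h, RT).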
# RXFP1 antag = qHTS Assay for Antagonists of the Relaxin Receptor RXFP1 | HEK293-RXFP1, relaxin-stimulated cAMP HTRF, 30 min; hits give low values | activity change, negative = inhibition, % at 57.5 µM | hit rate 0.59% among 350,000 | AID 1259400, 2018;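 active means activity change of -60% or lower, but not beyond a set lower limit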; further: on the % scale 0 is the no-effect control and ±100 the full control effect
# D1 agonist = Allosteric Agonists of the Human D1 Dopamine Receptor: qHTS | D(1A) dopamine receptor (Homo sapiens), P21728 | HEK293 T-REx D1 cells, calcium flux, agonist mode | activation, % at 2 µM | hit rate 1% among 360,000 | AID 504660, 2011; further: 0% is about no effect
# Target sequence (P21728 whole entry, looked up): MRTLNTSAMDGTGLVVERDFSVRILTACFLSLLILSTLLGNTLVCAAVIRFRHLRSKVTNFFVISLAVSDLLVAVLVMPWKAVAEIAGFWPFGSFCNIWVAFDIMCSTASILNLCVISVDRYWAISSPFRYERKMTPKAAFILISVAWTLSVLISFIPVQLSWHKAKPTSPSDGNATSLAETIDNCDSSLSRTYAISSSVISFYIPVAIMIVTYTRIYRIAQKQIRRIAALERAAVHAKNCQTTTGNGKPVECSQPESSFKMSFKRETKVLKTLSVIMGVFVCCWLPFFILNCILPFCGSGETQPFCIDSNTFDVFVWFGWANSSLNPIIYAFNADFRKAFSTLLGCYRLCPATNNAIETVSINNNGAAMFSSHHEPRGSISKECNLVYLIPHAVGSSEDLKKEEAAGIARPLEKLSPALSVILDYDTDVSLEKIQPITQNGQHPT
#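 Agonism was scored from calcium flux recorded over 180 s (1 read/s) after pintool compound addition, following a 10-cycle baseline. Cells were inducible force-coupled HEK293 TREx D1, plated overnight at 30 C and loaded with no-wash calcium dye.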
# D1 antag = Antagonist of Human D 1 Dopamine Receptor: qHTS. HEK293 TREx D1 cells, calcium flux, dopamine EC80; hits give low values. activity change, negative = inhibition, % at 10 µM. hit rate 3.2% among 360,000. AID 504652, 2011; in the data active means activity change below about -30%; further: on the % scale 0 is the no-effect control and ±100 the full control effect
#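 Tetracycline-induced HEK293 T-REx cells with force-coupled D1 receptor were loaded with a no-wash calcium dye. Compound was added after a 10 s baseline and read kinetically for 180 s; EC80 dopamine was then added and calcium flux followed another 180 s.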
# D1 PAM = Potentiators of Human D1 Dopamine Receptor: qHTS; D(1A) dopamine receptor (Homo sapiens), P21728; HEK293 TREx D1 cells, calcium flux, dopamine EC20 potentiation; potentiation, % at 10 µM; hit rate 0.036% among 360,000; AID 504651, 2011; in the data active means potentiation above about 30%; further: 0% is about no effect
# TRHR enhancer = qHTS for Small Molecule Agonists and Allosteric Enhancers of Human TRH Receptor: Primary Screen for Enhancers; Thyrotropin-releasing hormone receptor (Homo sapiens), P34981; TRHR cells, fluo-8 calcium fluorescence, EC20 TRH enhancement; enhancement, % at 2 µM; hit rate 0.66% among 360,000; AID 493056, 2011; in the data active means enhancement above about 30%; further: 0% is about no effect
#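 Enhancer read-out: after compound pinning and an initial kinetic agonist-mode read, an EC20 of TRH (10 nM final) was injected and fluo-8 calcium signal (Ex 480/Em 530) followed at 1 s/cycle for 100 cycles in TRHR-expressing cells.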
# D2 ag = HTS Assay for Allosteric Agonists of the Human D2 Dopamine Receptor: Primary Screen for Agonists. D(2) dopamine receptor (Homo sapiens), P14416. hit rate 0.53% among 340,000. HEK293 T-REx D2 cells, calcium flux agonist mode. activation, % at 2 µM;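 active means activation over 3 SD above normal in the single-dose calcium agonist read, cut at about 30% in these data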; further: 0% is about no effect
#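 Tetracycline-induced HEK293 Trex cells with D2 receptor force-coupled to calcium signaling, plated overnight at 30 C and loaded with no-wash calcium dye. Calcium flux read kinetically for 180 s after compound addition; responses flag agonists.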
# D2 potentiator = HTS Assay for Positive Allosteric Modulators of the Human D2 Dopamine Receptor: Primary Screen for Potentiators; D(2) dopamine receptor (Homo sapiens), P14416; HEK293 T-REx D2, calcium flux, EC20 dopamine potentiation; potentiation, % at 10 µM; hit rate 0.34% among 340,000;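 active means potentiation over 3 SD above the plate norm, cut at about 30% in these data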; further: 0% is about no effect
#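 Cells plated with tetracycline inducer and held overnight at 30 C; calcium dye loaded 30–90 min at room temperature; baseline taken, compound added and read 180 s; EC20 dopamine then added and read 180 s.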
# * marks the source's active call; other numbers are inactive results; x = no result given. Unless noted, no stated cut-off is given here; in the data, active means activation above about 30%; inactive means the rest.
# Below each compound – D2 antag	TRHR agonist	RXFP1 antag	D1 agonist	D1 antag	D1 PAM	TRHR enhancer	D2 ag	D2 potentiator
COc1cc(OC)cc(-c2oc(=O)c3cc(OC)c(OC)cc3c2C#CCCCO)c1
 : 19	-0.3	x	-1	x	3	4	1.1	5
C(=Nc1cccc2c(N=Cc3ccco3)cccc12)c1ccco1
 : -7	0.6	-2	2	7	-10	-6	x	-1
Cc1cc(C)c2c(NC(=O)CCl)nn(C)c2n1
 : 4	0.2	-5	2	-12	3	-7	-2.7	-3
CC1(C)OC(=O)N(c2ccccc2)C12C=Cc1c(ccc3ccccc13)O2 (configuration not stated)
 : 24	0.6	-3	4	-6	3	-2	-1.1	9
CC(C)(C)c1ccc(-c2nc3cc(N)ccc3o2)cc1
 : -15	0.0	-84*	1	9	3	3	0.5	11
CC(Cc1ccccc1)C(=O)N1CCN(C)CC1 (configuration not stated)
 : 1	0.3	x	0	15	3	4	0.3	3
COc1ccc(/C=N/N2CCOCC2)cc1COc1ccc(F)cc1
 : x	-0.2	-6	5	-2	-2	11	x	x
COc1ccc(C(=O)Nc2ccc(S(=O)(=O)NC(C)(C)C)cc2)cc1[N+](=O)[O-]
 : -7	1.8	-1	3	-15	1	-1	1.0	-3
Cc1csc(NC(=O)C2=NN(c3ccccc3)C(=O)CC2)n1
 : 10	1.1	-2	-1	x	-2	-3	2.0	-3
Cc1ccsc1C(=O)N1CCCC(C(=O)c2cc(F)ccc2F)C1 (configuration not stated)
 : x	-0.8	1	0	-19	-2	-11	x	x
C/C=C\C(=O)Nc1cccc(C2=NOC3(C2)C[C@@H](C(N)=O)N(C(=O)c2ccccc2)C3)c1 (some centres not stated)
 : 3	0.0	x	2	-7	3	-7	0.1	8
CCOc1ccc(C(=O)Nc2nncs2)cc1OCC
 : 8	0.2	7	-1	-6	-1	-3	-0.1	-1
c1ccc(CC[C@@H]2CC[C@@H](CCc3ccccc3)N2)cc1
 : 29	0.3	x	14	x	-1	1	1.9	-19
COc1ccc(CCC(=O)NCC(c2ccco2)N2CCc3ccccc32)cc1 (configuration not stated)
 : 0	1.0	-11	2	-8	-11	1	0.6	-1
CCc1nc(-c2cc(S(=O)(=O)N3CCN(c4ccc(F)cc4)CC3)ccc2OC)no1
 : x	-0.5	-5	-2	12	1	15	1.1	-2
COc1ccc(CNC(=O)C(=O)NCC2CCCN2S(=O)(=O)c2cccs2)cc1 (configuration not stated)
 : 8	0.0	-5	0	1	1	-2	-0.3	-17
COc1ccc(NC(=O)c2ccc3c(SCC(=O)O)c4c(nc3c2)CCCC4)cc1Cl
 : 4	0.5	x	-3	4	-7	1	-0.9	0
O=c1[nH]c2cc3c(cc2cc1CN(Cc1cccnc1)C(=S)NCc1ccco1)OCO3
 : -6	-1.3	-2	-1	-11	-4	-4	-1.8	-3
CCOC(=O)C(CCCCCOc1ccc([N+](=O)[O-])cc1)C(=O)OCC
 : -14	2.8	8	25	-9	-9	-15	2.1	-16
Cc1c(N)c(C(C)(C)C)cc(C(C)(C)C)c1[N+](=O)[O-]
 : 1	-0.2	-39	3	12	3	0	0.2	3
CCN(C(=O)c1cc2c(s1)-c1ccccc1S(=O)(=O)C2)c1cc(OC)ccc1OC
 : x	-0.3	-6	5	-1	6	-5	x	-6
COCCNC(=O)[C@@]1(Cc2ccccc2)C=C[C@@H](C)N1C(C)=O
 : 3	0.5	x	0	0	-2	4	-0.5	17
C[C@@]12C(=O)N(c3cccc(F)c3)C(=O)N1[C@H](c1ccc(F)cc1)[C@@H]1C(=O)N(C3CCCCC3)C(=O)[C@@H]12
 : -2	2.0	x	4	-7	0	-8	1.4	-23
COCCNC(=O)c1ccc(Cn2c(SCC(=O)NCC3CCCO3)nc3ccc(Br)cc3c2=O)cc1 (configuration not stated)
 : -14	-0.6	-26	2	-7	-8	-1	0.3	9
Cc1cccc(C(=O)Nc2c(C(=O)NCc3ccc(Cl)cc3)sc3nc(C)cc(C)c23)c1
 : x	0.4	0	0	0	-4	2	-0.4	-4
Cc1c2cnn(-c3ccccc3)c(=O)c2c(C)n1CCCC(=O)Nc1cc(F)ccc1F
 : x	-1.6	-13	0	16	0	2	0.3	4
COc1cc(/C=C2\S/C(=N/S(=O)(=O)c3ccccc3)NC2=O)c([N+](=O)[O-])cc1OC
 : x	-1.2	10	0	0	-4	1	x	x
O=C(NCCC1=CCCCC1)c1ccc2c(c1)N(Cc1ccccc1)C(=O)c1ccccc1S2(=O)=O
 : x	1.0	0	6	6	-3	1	1.3	-3
Cc1cccc(N(CC(=O)N2CCCC2)S(=O)(=O)c2ccccc2)c1C
 : 9	0.0	9	3	7	-5	1	0.6	2
O=C(c1ccc(NS(=O)(=O)c2cccc([N+](=O)[O-])c2)cc1)N1CCN(C(=O)c2ccco2)CC1
 : -12	0.0	0	3	5	-4	6	-0.9	-11

# At a glance, 2 of the compounds above.
# Below each compound – D2 antag	TRHR agonist	RXFP1 antag	D1 agonist	D1 antag	D1 PAM	TRHR enhancer	D2 ag	D2 potentiator
COc1cc(OC)cc(-c2oc(=O)c3cc(OC)c(OC)cc3c2C#CCCCO)c1
 : 19	-0.3	x	-1	x	3	4	1.1	5
C(=Nc1cccc2c(N=Cc3ccco3)cccc12)c1ccco1
 : -7	0.6	-2	2	7	-10	-6	x	-1

# Remaining list, next part
# Below each compound – D2 antag	TRHR agonist	RXFP1 antag	D1 agonist	D1 antag	D1 PAM	TRHR enhancer	D2 ag	D2 potentiator
Cc1cc(C)c(NC(=S)NC(=O)c2ccc(-c3ccccc3)cc2)c(C)c1
 : -3	-0.8	-3	3	9	-10	2	-0.3	6
CCC(CC)c1nnc(NC(=O)c2ccc(N3CCCCC3)c([N+](=O)[O-])c2)s1
 : x	0.6	-20	2	-2	-6	1	x	x
CCN1CCCC1CNc1ncnc2c1[nH]c1ccc(Cl)cc12 (configuration not stated)
 : 7	0.7	-11	0	5	1	-5	0.4	-11
COc1ccc(S(=O)(=O)N2CCSCC2)cc1
 : 20	0.8	2	2	0	-12	0	-0.1	-1
CCOCCCNC(=O)c1[nH]c2cc(C)ccc2c1Sc1ccc(Cl)cc1
 : x	-0.4	-7	1	-16	-2	-2	-0.6	-10
O=[N+]([O-])c1cccc(S(=O)(=O)NCCCN2CCOCC2)c1
 : 6	-0.6	5	2	-2	0	1	-1.1	6
Cc1ccc(Cl)cc1N1CCN(C(=O)c2noc3c2CCCC3)CC1
 : x	0.2	-6	7	-6	1	10	-0.3	4
CCOCCc1c(O)nc(SCC)[nH]c1=O
 : 8	-0.5	20	3	-2	-1	2	0.1	3
CCN(CCCNC(=O)c1[nH]c(C)c(C(C)=O)c1C)c1cccc(C)c1
 : -7	-1.2	1	15	-30	-7	-8	-0.5	-10
COC(=O)c1sc(NC(=O)c2c(C)noc2C)nc1C
 : 14	0.1	-3	4	-33*	-8	0	1.1	-6
COC(/C(=N/O)c1ccc(Cl)cc1)c1ccccc1 (configuration not stated)
 : -12	0.5	-11	8	-38*	-2	-6	0.6	-3
Cc1ccc(NC(=O)C2CCN(c3nc(-c4ccc(C(C)C)cc4)no3)CC2)c(Cl)c1
 : x	0.2	-5	2	-1	-2	-3	1.0	-7
Cc1ccc(-c2onc(C)c2C)cc1S(=O)(=O)Nc1cccc(Cl)c1C
 : x	0.1	-21	2	-39*	-6	1	x	-4
Cc1ccc(NC(=O)c2cccc(NC(=O)N3CCSc4ncccc43)c2)cc1Cl
 : x	-1.2	1	2	4	-2	2	0.2	-5
CCc1ccc(CN(C)Cc2nc(COc3ccccc3)no2)nc1
 : 1	-0.7	-15	3	-23	0	11	-1.6	3
O=C(CNC(=O)c1ccc(Br)o1)NCc1ccc(F)cc1
 : -1	-0.3	-11	1	15	4	5	1.2	7
Cc1ccc(C(=O)N/C(=C/c2ccco2)C(=O)NCc2ccco2)cc1
 : 13	-1.7	-11	1	0	-16	-3	-0.5	-6
COc1ccc(NC(=O)NNC(=O)CCC(=O)Nc2ccccc2Cl)cc1
 : 0	0.2	8	1	-4	-2	-8	1.1	11
O=S1(=O)N=C(Nc2ccc(S(=O)(=O)N3CCCCC3)cc2)c2ccccc21
 : 3	0.2	-20	1	-5	-6	-5	0.8	3
COc1ccc(OC)c(NC(=O)C(CC(=O)O)NCc2ccco2)c1 (configuration not stated)
 : -5	-0.4	7	1	-15	-3	-3	-0.8	-4
c1ccc(N2CCN(c3ncnc4c3nc3n4CCCCC3)CC2)cc1
 : x	-0.6	x	6	-14	-2	1	-1.4	2
CC(C)c1ccc(S(=O)(=O)N2CCN(C(=O)c3ccco3)CC2)cc1
 : -6	-1.0	-7	6	-21	-11	-12	-0.9	-4
Cc1ccc(C)c(CN2C(=O)c3ccccc3S(=O)c3ccc(C(=O)N4CCN(c5cccc(Cl)c5)CC4)cc32)c1 (configuration not stated)
 : x	1.8	x	7	5	-3	5	0.4	-9
Cc1ccc(C(=O)NCCc2ccccc2)cc1N1CCCC1=O
 : -15	-0.1	-1	3	0	10	8	0.7	18
COC(=O)c1ccc2[nH]ccc2c1
 : 2	0.1	x	1	5	-4	1	0.3	-8
O=C(COC(=O)c1cccc(S(=O)(=O)NCc2ccccc2)c1)Nc1ccccc1OC(F)F
 : -12	-0.1	8	7	-18	-5	3	0.5	-11
Cc1nnc(Sc2cc(C(=O)NCCCOC(C)C)c3ccccc3n2)s1
 : -5	0.1	2	1	7	-5	6	-1.2	-3
COc1ccc(N2C(=O)c3ccccc3NC23CCCCC3)cc1
 : -6	-0.4	11	1	-8	2	-5	-0.3	15
CCOC(=O)C(NC(=O)Nc1ccc(Cl)cn1)(Oc1ccc(F)cc1)C(F)(F)F (configuration not stated)
 : -2	0.6	1	1	-2	2	4	0.9	-3
Cc1nnc(SCC2=C(C(=O)O)N3C(=O)C(NC(=O)Cn4cnnn4)C3SC2)s1 (configuration not stated)
 : 2	-0.4	x	2	5	-2	-2	0.4	-6

# 3 compounds from above with just D1 agonist:
smiles	D1 agonist
CC(Cc1ccccc1)C(=O)N1CCN(C)CC1 (configuration not stated)	0
Cc1ccc(NC(=O)c2cccc(NC(=O)N3CCSc4ncccc43)c2)cc1Cl	2
O=C(COC(=O)c1cccc(S(=O)(=O)NCc2ccccc2)c1)Nc1ccccc1OC(F)F	7
